Bioassay records: PubChem BioAssay, several laboratories
Cardiac RTF inh: cardiac RTF calcium desensitization | AID 493244 | actives 0.12% (n = 340,000) | P19429+P45379 | IANBD-labeled cardiac RTF, Ca2+ fluorescence | inhibition, % at 7.15 µM;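 active = inhibition above the mean inhibition of all tested compounds plus 3 SD, cut at about 17% in these data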;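 note: assay run at fixed EC70 calcium of 1.6 mM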
CAL PDZ FP-1: inhibitors of human CAL PDZ peptide binding. purified CAL PDZ, TMR-peptide fluorescence polarization, 1 h. inhibition, % at 24.9 µM. actives 0.92% (n = 300,000). AID 602252;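 active = mean inhibition of at least 30% with at least half of replicates also reaching 30%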;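 note: 0% = DMSO neutral control and 100% = excess unlabeled competitor peptide PRC23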
Arr AP2 block: human beta-arrestin and AP2 interaction inhibition. inhibition, % at 10 µM. AID 504490. FITC-arrestin peptide / GST-AP2 beads, flow cytometry; AP2 beta2 appendage carries R879A mutation. actives 0.31% (n = 340,000);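 active = inhibition above a set limit, near 3 SD of compounds lacking own fluorescence, cut at about 54% in these data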;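 note: plate controls were DMSO wells for no effect and 5 µM unlabelled arrestin peptide for full effect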
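System: GST-AP2 R879A bound to glutathione beads, E. coli-expressed. Also added: 50 nM FITC-arrestin peptide. Schedule: compound with beads 12 min RT, then probe 1 h RT. Signal: bead flow cytometry, FITC channel. Read-out basis: percent response.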
C-LANA FP: blocks KSHV LANA C-terminal domain binding to DNA; MBP-C-LANA/FAM-LBS DNA binding, fluorescence polarization; inhibition, % at 9 µM; actives 0.078% (n = 340,000); AID 504423;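 active = highest replicate inhibition at or above 60% at 9 µM, even if other replicates fall short; inactive = all replicates below 60% inhibition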;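 note: 0% = neutral control wells and 100% = 4 µM acridine orange control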
NSD2 inh: inhibitors of human histone methyltransferase NSD2 | NSD2 peptide methylation, AlphaScreen, 120 min | inhibition, % at 12.5 µM | O96028 | actives 0.54% (n = 310,000); in the data active = inhibition above about 50%
Target sequence (O96028 whole entry, looked up): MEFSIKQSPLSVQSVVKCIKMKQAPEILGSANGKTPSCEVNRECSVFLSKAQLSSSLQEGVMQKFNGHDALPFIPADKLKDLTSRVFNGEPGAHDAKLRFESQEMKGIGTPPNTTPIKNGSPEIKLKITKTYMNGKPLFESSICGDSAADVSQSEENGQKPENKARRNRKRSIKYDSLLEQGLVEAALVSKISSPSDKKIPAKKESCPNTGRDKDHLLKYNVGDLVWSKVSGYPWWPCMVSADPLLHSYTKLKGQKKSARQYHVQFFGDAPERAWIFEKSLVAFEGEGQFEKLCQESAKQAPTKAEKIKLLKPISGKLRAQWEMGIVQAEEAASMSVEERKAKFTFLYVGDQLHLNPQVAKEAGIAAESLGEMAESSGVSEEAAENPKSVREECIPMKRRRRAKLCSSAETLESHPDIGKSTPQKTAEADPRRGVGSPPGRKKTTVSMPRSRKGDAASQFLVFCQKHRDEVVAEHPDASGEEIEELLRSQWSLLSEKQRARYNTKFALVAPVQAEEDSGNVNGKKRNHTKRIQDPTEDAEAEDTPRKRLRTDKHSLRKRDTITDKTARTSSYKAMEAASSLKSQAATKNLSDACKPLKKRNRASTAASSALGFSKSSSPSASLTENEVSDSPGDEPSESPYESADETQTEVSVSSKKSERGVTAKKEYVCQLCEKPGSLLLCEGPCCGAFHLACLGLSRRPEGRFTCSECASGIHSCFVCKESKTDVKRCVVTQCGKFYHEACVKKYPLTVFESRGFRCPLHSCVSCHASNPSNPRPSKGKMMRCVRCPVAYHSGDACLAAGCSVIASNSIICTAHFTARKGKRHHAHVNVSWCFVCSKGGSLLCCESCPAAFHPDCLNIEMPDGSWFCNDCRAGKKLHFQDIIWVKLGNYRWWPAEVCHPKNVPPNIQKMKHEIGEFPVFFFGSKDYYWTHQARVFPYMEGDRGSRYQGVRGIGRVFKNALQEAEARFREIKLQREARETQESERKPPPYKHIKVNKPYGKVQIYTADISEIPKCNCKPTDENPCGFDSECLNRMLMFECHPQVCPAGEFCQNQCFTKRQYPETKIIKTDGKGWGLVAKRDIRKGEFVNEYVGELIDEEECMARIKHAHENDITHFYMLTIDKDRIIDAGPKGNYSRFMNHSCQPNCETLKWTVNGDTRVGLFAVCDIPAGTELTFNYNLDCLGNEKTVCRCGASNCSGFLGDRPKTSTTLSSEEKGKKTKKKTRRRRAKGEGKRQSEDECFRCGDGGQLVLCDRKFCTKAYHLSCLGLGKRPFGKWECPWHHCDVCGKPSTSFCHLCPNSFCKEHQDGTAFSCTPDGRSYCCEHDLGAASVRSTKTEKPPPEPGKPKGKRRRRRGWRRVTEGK
Keap1 Nrf2 FP: disrupts human Keap1 binding to Nrf2 peptide | Q14145 | Keap1 Kelch-Nrf2 peptide fluorescence polarization, 1536-well | inhibition, % at 9.4 µM | actives 0.15% (n = 340,000) | AID 504523; in the data active = inhibition above about 12%;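 note: human Keap1 Kelch domain with fluorescein labeled Nrf2 9mer peptide probe; 0% = neutral control wells and 100% = peptide positive control; higher means more block of Keap1 binding to Nrf2 peptide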
CAL PDZ FP-2: inhibitors of human CAL PDZ peptide binding; inhibition, % at 20 µM; AID 504414; actives 0.02% (n = 330,000); purified CAL PDZ, TMR-peptide fluorescence polarization, 1 h;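 active = highest replicate inhibition of at least 40%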;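 note: plate controls were DMSO neutral control wells for no effect and unlabeled competitor peptide control wells for full effect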
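material = purified tagged CAL PDZ domain construct (CerCALP) | compound dosing = 20 µM, one dose | times = 1 h at RT | measured by = fluorescence polarization from S- and P-plane intensities, G-factor corrected | read-out = inhibition from polarization loss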
V-ATPase pH: alters yeast V-ATPase proton transport. AID 504577. response, % at 10 µM. S. cerevisiae, pHLuorin cytosolic pH fluorescence. actives 0.37% (n = 350,000); in the data active = response mostly above about 7.3%, no sharp cut-off; inactive = mostly below about 5.4%; note: actives read high; inactives centre near 0; some compounds called inactive have numbers as strong as hits; reference of the scale not given here
DSG3 Ab inh: human desmoglein-3 autoantibody binding inhibition | P32926 | DSG3-coupled beads, scFv-anti-DSG3-GFP binding, flow cytometry; active compounds read low | binding (percent of control), % at 10 µM | actives 0.48% (n = 310,000);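 active = binding more than 3 SD below its plate's average and above zero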;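 note: hits lower antibody fragment binding to DSG3; some compounds called inactive have numbers as strong as hits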
DAGLB inhibitor: blocks human DAGLB lipase activity; Q8NCG7; HEK293T DAGLB membrane lysate, EnzChek fluorogenic substrate; inhibition, % at 5.17 µM; actives 0.059% (n = 340,000); AID 504411; in the data active = inhibition above about 34%;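 note: 0% = enzyme with vehicle and 100% = wells lacking enzyme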
* marks the source's active call; other numbers are inactive results; x = not tested or not shown. A portion of the library (hit frequency here may not be typical).

structure	Cardiac RTF inh	CAL PDZ FP-1	Arr AP2 block	C-LANA FP	NSD2 inh	Keap1 Nrf2 FP	CAL PDZ FP-2	V-ATPase pH	DSG3 Ab inh	DAGLB inhibitor
COc1ccc(OC)c(C2C(C(N)=O)=C(C)Nc3nc(CCCO)nn32)c1 (configuration not stated)	-3	x	-7	1.3	x	-1	0.0	-3	99	-2
CCOC(=O)CNc1nc(Cl)nc(Nc2ccc(OC)cc2OC)n1	-2	0	2	-2.0	-4	-1	0.0	-5	117	-2
O=C(c1ccccc1)c1ccc(Sc2ccc([N+](=O)[O-])cc2)cc1	-7	-2	40	-1.5	x	4	-1.4	-2	102	-12
CN(C)CCn1cnc2c1c(=O)n(C)c(=O)n2C	2	-2	-5	0.3	0	-1	0.1	4	x	0
CCc1ccc2oc(=O)cc(CN3CCC(C)CC3)c2c1	-6	-1	28	-0.5	-3	-10	-0.1	-3	x	-7
O=S(=O)(Cc1ccccc1)Nc1ccc(F)cc1	-6	-10	-6	0.2	0	-1	-0.6	-4	92	0
O=C(O)c1ccc(NS(=O)(=O)c2cc(Cl)sc2Cl)cc1	-8	-3	0	-1.3	0	-5	-2.7	5	119	2
COc1ccc(Oc2ccc(N/C=C/C(=O)C(C)(C)C)cc2)cc1	3	-6	-8	-0.3	-2	-2	-1.8	2	89	-2
CCCCCC(=O)Nc1nc(C)c(-c2csc(Nc3cc(Cl)ccc3C)n2)s1	-1	-6	11	0.8	x	1	0.2	0	96	-1
CCOC(=O)c1csc(NC(=O)c2ccc(S(=O)(=O)N(CC)CC)cc2)n1	-2	-3	-3	-3.5	x	1	-2.5	-1	101	-3
Cc1csc(NC(=O)C(C)Oc2ccc(Cl)cc2C)n1 (configuration not stated)	-6	7	7	0.6	-2	0	-0.4	1	102	-1
N#Cc1c(N)nc2c(c1N)CC(CO)O2 (configuration not stated)	-2	1	3	-0.5	-4	-5	2.2	-2	111	-1
O=C(NCC(=O)N(c1ccccc1F)C(C(=O)NC1CCCC1)c1ccco1)c1ccco1 (configuration not stated)	-8	0	11	0.2	5	-2	0.1	-2	108	-1
CCN(Cc1ccccc1)C(=O)CSc1nncn1C	-2	-1	-14	0.2	-5	-1	-1.9	0	127	-2
NNS(=O)(=O)c1ccc(N2CCCC2=O)c([N+](=O)[O-])c1	1	1	33	-0.2	1	-3	-0.3	2	105	0
COC(=O)C1CCN(C(=O)Cn2nnc(-c3ccccc3)n2)CC1	-5	3	30	0.3	-10	-1	-0.3	-4	95	-3
O=C(CNC(=O)N1CC(=O)Nc2ccccc21)NCCc1cccc(F)c1	0	-1	12	-0.5	-3	-3	-1.5	-6	97	0
Cc1cc(C)c2c(N)c(C(=O)c3ccc(Cl)cc3)sc2n1	0	-1	12	-1.4	-5	1	0.4	-3	101	-2
Cc1[nH]c2ccccc2c1SCC(=O)N1CCCc2ccccc21	-4	-3	6	0.6	x	0	-1.4	-2	102	-4
CCCCn1c(N)c(N(CC(C)C)C(=O)c2cc(=O)[nH]c3ccccc23)c(=O)[nH]c1=O	-4	-1	0	-0.7	31	-2	-2.5	2	84	2
CCCCOC(=O)Nc1cc(Cl)ccc1C	-2	1	-7	1.7	-1	-3	-0.5	-3	100	-5
COc1ccc(-c2ccc3c(N)c(C(=O)c4ccc(OC)c(OC)c4)sc3n2)cc1	-19	-7	8	-0.3	4	2	x	-16	94	-3
O=C(Cc1ccsc1)NNC(=O)c1cccc(Cl)c1	-9	-7	1	-0.8	-3	-4	-1.3	-4	90	2
COc1ccccc1NS(=O)(=O)c1cc(C(=O)Nc2ccc(S(=O)(=O)Nc3onc(C)c3C)cc2)ccc1C	-2	-3	-6	-0.8	10	-5	-1.4	-7	101	9
Cc1ccc(NC(=O)c2oc3c(c2C)C(=O)CC(C)(C)C3)cc1	4	1	6	-0.2	-4	-2	-0.5	3	98	-3
CC1CN(C(=O)CN2C(=O)NC3(CCCCCC3)C2=O)CC(C)O1 (configuration not stated)	-1	1	-4	-1.1	-1	0	-0.7	2	105	0
COc1ccc(NC(=O)CSCC(=O)NC2(C)CCS(=O)(=O)C2)cc1 (configuration not stated)	-8	0	-19	-1.3	-2	-4	-1.3	0	113	0
O=C(CSc1ccc(Cl)cc1)Nc1ccc(C2SCCS2)cc1	-5	-3	14	-0.5	0	-2	1.4	0	113	-3
CC(=O)N(CN1C(=O)C2C3C=CC(C3)C2C1=O)c1cccc(Cl)c1 (configuration not stated)	3	x	-4	0.1	-1	-5	-0.3	0	99	-4
O=C(Nc1ccccc1N1CCCCC1)C1CC(=O)N(c2ccccc2F)C1 (configuration not stated)	8	x	8	-0.1	-3	-4	-0.7	0	96	0
O=C(O)c1ccc2c(c1)S(=O)(=O)c1cc(Cl)ccc1C2=O	1	-1	5	0.1	x	-3	-0.6	-1	99	2
CN1CCN(C(=O)c2ccccc2NS(=O)(=O)c2ccc(F)cc2)CC1	-4	2	24	0.6	0	1	-1.3	5	105	-2
COC(=O)CCn1nnc(-c2ccc(C(C)C)cc2)n1	-10	-2	7	0.8	-2	1	-2.4	-2	97	-16
COc1ccc(C(=O)N2CCN(c3nc(C4CC4)nc4sc(C)c(C)c34)CC2)cc1	-7	x	-9	-0.1	-6	-3	-0.4	1	122	0
CCS(=O)(=O)c1nc2ccccc2n1Cc1ccccn1	5	18	19	0.6	1	0	0.2	-3	x	1
COc1ccc(C2NC(=O)NC(C)=C2[N+](=O)[O-])cc1OC (configuration not stated)	10	-2	21	0.9	-10	2	-0.6	-1	97	-2
CC1CCC(NC(=O)CSc2nnnn2C)CC1 (configuration not stated)	-4	-3	-4	1.1	0	4	-0.7	2	116	-1
COc1cc(/C=N/NC(=O)c2c(C)nc3ccc(Cl)cn23)cc(OC)c1OC	-11	-12	1	0.1	-1	-1	-0.2	-1	108	-1
CC1CN(c2oc(-c3ccccc3Cl)nc2C#N)CC(C)O1 (configuration not stated)	2	-3	0	1.5	12	1	-0.8	-2	101	-2
O=C(CN1C(=O)NC2(CCCC2)C1=O)NNC(=O)c1ccc(Cl)cc1	3	-3	-6	-2.2	-2	0	0.3	3	111	-2
CN(C)c1ccc(NC(=O)COC(=O)c2cc(Cl)ccc2[N+](=O)[O-])cc1	-2	1	28	1.0	9	-4	-0.1	2	100	2
CCCOc1ccc(C(CC(=O)O)NC(=O)C(c2ccccc2)c2ccccc2)cc1 (configuration not stated)	2	-1	1	1.5	0	3	-0.3	0	98	3
COC(=O)c1sc(=S)n(-c2ccccc2)c1N	-2	-2	3	1.4	1	4	-0.1	0	94	1
O=C(NCCO)c1cc(-c2cc(C(=O)NCCO)c3ccccc3n2)nc2ccccc12	-4	-1	-4	0.1	-1	-4	0.0	-2	120	-1
COc1cc(C2C(C(C)=O)=C(O)C(=O)N2Cc2ccccc2)ccc1O (configuration not stated)	-3	-3	22	-0.3	11	-3	-2.8	-3	103	0
CC(C)c1nc(Cl)c(C#N)c2c1CSC(C)(C)C2	9	1	28	-0.3	x	-2	-2.9	0	81	-9
CN1CCN(c2nc3c(c(=O)n(C)c(=O)n3C)n2CCSc2nnnn2-c2ccccc2)CC1	2	-2	24	-0.2	3	-1	-0.4	3	113	1
O=C(NCc1cc(C(F)(F)F)cc(C(F)(F)F)c1)C1CC(c2c(Cl)cccc2Cl)=NO1 (configuration not stated)	-3	2	1	1.5	x	-1	-0.5	0	x	-15
O=C(Cc1cccc(C(F)(F)F)c1)N1CCCC1	5	4	2	0.2	0	-3	0.5	-1	x	2
COc1ccc(C(CCNCc2ccc(F)cc2)c2ccc(F)cc2)cc1 (configuration not stated)	2	4	-2	1.9	2	-7	-1.8	2	100	0
O=C(O)C1CCC(C(=O)O)O1 (configuration not stated)	-11	1	30	0.5	-1	2	-0.8	-1	x	-3
O=C1NC(=Nc2cccc(Cl)c2)SC1Cc1cccc(Cl)c1Cl (configuration not stated)	-2	-4	4	4.5	-4	-1	0.4	-2	102	-4
COc1ccccc1NC(=O)Nc1cccc(C)n1	-7	1	9	-2.0	-4	-5	-2.4	6	101	2

Looked up by compound from above, 4 records:
structure	Cardiac RTF inh	CAL PDZ FP-1	Arr AP2 block	C-LANA FP	NSD2 inh	Keap1 Nrf2 FP	CAL PDZ FP-2	V-ATPase pH	DSG3 Ab inh	DAGLB inhibitor
COc1ccc(C(CCNCc2ccc(F)cc2)c2ccc(F)cc2)cc1 (configuration not stated)	2	4	-2	1.9	2	-7	-1.8	2	100	0
O=C1NC(=Nc2cccc(Cl)c2)SC1Cc1cccc(Cl)c1Cl (configuration not stated)	-2	-4	4	4.5	-4	-1	0.4	-2	102	-4
O=C(O)C1CCC(C(=O)O)O1 (configuration not stated)	-11	1	30	0.5	-1	2	-0.8	-1	x	-3
COc1ccccc1NC(=O)Nc1cccc(C)n1	-7	1	9	-2.0	-4	-5	-2.4	6	101	2
